From PubChem
TrxR1 substrate = is turned over as a substrate by rat TrxR1; AID 588456; Potency, µM (doses to about 114 µM), for inactives: at the top dose activity change, negative = substrate turnover; O89049; actives 0.01% (n = 390,000); purified TrxR1 substrate turnover, NADPH consumption readout; note: % is set by controls: 0 for no effect and ±100 for the full control effect; nearly all actives have a fitted effect of over 50% in size
Target sequence (O89049 whole entry, looked up): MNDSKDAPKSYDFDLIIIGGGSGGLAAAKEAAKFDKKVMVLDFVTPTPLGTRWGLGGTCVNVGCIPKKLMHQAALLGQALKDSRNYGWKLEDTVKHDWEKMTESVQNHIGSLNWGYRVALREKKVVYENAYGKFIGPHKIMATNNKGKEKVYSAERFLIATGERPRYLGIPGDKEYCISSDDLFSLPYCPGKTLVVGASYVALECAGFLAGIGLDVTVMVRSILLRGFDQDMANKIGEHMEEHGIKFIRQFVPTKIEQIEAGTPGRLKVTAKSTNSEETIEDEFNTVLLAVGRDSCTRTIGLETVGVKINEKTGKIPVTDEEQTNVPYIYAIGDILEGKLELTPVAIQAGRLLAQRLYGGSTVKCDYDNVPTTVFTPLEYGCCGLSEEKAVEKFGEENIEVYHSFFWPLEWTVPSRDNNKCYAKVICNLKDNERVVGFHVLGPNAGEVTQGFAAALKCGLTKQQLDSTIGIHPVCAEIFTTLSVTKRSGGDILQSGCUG
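Rat TrxR1, dispensed at 90 nM, was prereduced with 400 uM NADPH (final) for 5 min at ~22 deg C, then incubated with compound 15 min before 400 uM selenite. A first-read NADPH fluorescence drop versus no-compound background flagged substrates.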
USP1-UAF1 inh = USP1/UAF1 (human) deubiquitinase inhibition. O94782. recombinant USP1/UAF1, Ub-Rhodamine cleavage fluorescence. Potency, µM (series often up to 57.1 µM), inactives show at the highest dose activity change, negative = inhibition, most hits filed as inhibitors. actives 0.23% (n = 390,000). AID 743255; note: % is set by controls: 0 for no effect and ±100 for the full control effect; nearly all actives have a fitted effect of over 60% in size; inactives centre near -12
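Step one: compound is pinned into 1nM USP1/UAF1 in HEPES pH 7.8 buffer with TCEP. Step two: 15 min room-temperature incubation. Step three: Ub-Rho (150nM final) starts cleavage, tracked by fluorescence over six one-minute reads.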
RXFP1 agonist = agonists of human relaxin receptor RXFP1 | Q9HBX9 | HEK293T-RXFP1 cAMP TR-FRET, 30 min; response scale: percent of porcine relaxin response, buffer zero | Potency, µM (highest dose often 57.5 µM), for inactives: at the highest dose activation, usual class: activators | actives 0.3% (n = 370,000); note: % is set by controls: 0 for no effect and ±100 for the full control effect; nearly all actives have a fitted effect of over 60% in size; many of its hits are not listed in these tables
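Agonist response is measured as cAMP accumulation in an RXFP1-transfected HEK293T line under PDE4 inhibition. Values are scaled between buffer-only and 29 nM porcine relaxin, and EC50s come from standard Hill equation fits.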
RGS4 inhibitor = human RGS4 inhibition; Transcreener GDP fluorescence polarization, RGS4-accelerated GTP hydrolysis; Potency, µM (doses to about 114 µM), inactives show at the top dose activity change, negative = inhibition, usual class: inhibitors; actives 0.039% (n = 390,000); AID 504845; note: % is set by controls: 0 for no effect and ±100 for the full control effect; nearly all actives have a fitted effect of over 75% in size; some results filed as inactive show a strong effect at the top dose
Target sequence (P49798 whole entry, looked up): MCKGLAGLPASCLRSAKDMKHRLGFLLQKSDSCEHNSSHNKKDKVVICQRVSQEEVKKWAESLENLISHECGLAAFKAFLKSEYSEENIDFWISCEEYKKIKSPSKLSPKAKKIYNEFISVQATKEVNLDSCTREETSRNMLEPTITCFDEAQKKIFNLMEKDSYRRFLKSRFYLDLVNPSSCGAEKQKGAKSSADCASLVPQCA
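MLSMR compounds (23 nl, pin-transferred) preincubated 10 min at room temperature with a 500nM (2x) first reagent, then RGS4 at 900nM (2x) plus Transcreener GDP mix added; fluorescence polarization (620/688 nm) read before and after 90 min at 30 °C.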
Vif-APOBEC3F blk = blocks the Vif interaction with APOBEC3F. HeLa A3F-eYFP + Vif (tagged APOBEC3F with the HIV-1 protein that degrades it), YFP fluorescence increase. Potency, µM (titrated, usually from 46.1 µM), for inactives: at the top dose activity, negative = active. actives 0.2% (n = 390,000). AID 602313; note: % of control where 0% means no effect; nearly all actives have a fitted effect of over 65% in size
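HeLa cells stably expressing Vif plus C-terminally eYFP-tagged A3F were seeded, incubated overnight at 37 deg C, dosed with compound, incubated overnight again at 37 deg C. Yellow fluorescence (Ex 488/Em 500-530) reported blocked Vif-mediated A3F-eYFP degradation.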
12-LOX inh = inhibitors of human 12S-lipoxygenase ALOX12. P18054. purified 12hLO, xylenol orange hydroperoxide absorbance. Potency, µM (doses to about 108 µM), for the others: at the top dose activity change, negative = inhibition, hits mostly inhibitors. actives 1.1% (n = 580,000). AID 1671190; note: % is set by controls: 0 for no effect and ±100 for the full control effect
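Purified human 12hLO (150 nM final) in 25 mM Hepes, 0.01% Triton X-100, pH 7.0 was preincubated 15 min at room temperature with compound. Then 40 uM arachidonic acid was added, 30 min. Hydroperoxide was read by Fe-XO absorbance ratio 573/405 nm.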
rTrxR1 inhibitor = inhibitors of rat thioredoxin reductase 1. actives 1% (n = 390,000). recombinant rTrxR1, NADPH fluorescence consumption, selenite substrate. AID 588453. O89049. Potency, µM (doses to about 114 µM), inactives show at the highest dose activity change, negative = inhibition, hits mostly inhibitors; note: % is set by controls: 0 for no effect and ±100 for the full control effect; nearly all actives have a fitted effect of over 65% in size
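Rat TrxR1 (90 nM in the dispensed reagent) was pre-reduced with 400 uM NADPH for 5 min at room temperature, then incubated with compound for 15 min. After 400 uM selenite was added, NADPH fluorescence (Ex 340/Em 450 nm) was followed for 8 min.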
mIDH1 inhibitor = human IDH1 R132H inhibition. O75874. IDH1-R132H enzyme, NADPH consumption, diaphorase/resazurin fluorescence. Potency, µM (top dose mostly 76.6 µM), for inactives: top-dose activity change, negative = inhibition, most hits filed as inhibitors. actives 0.093% (n = 390,000). AID 602179; note: % is set by controls: 0 for no effect and ±100 for the full control effect; nearly all actives have a fitted effect of over 65% in size
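IDH1-R132H (0.5 ug/mL dispensed) in pH 7.5 Tris buffer was preincubated 30 min with compound, then given a substrate mix of 0.016 mM NADPH and 2 mM alpha-KG for 80 min at room temperature; remaining NADPH was read by diaphorase/resazurin fluorescence.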
Vif-APOBEC3G blk = Vif-A3G binding inhibition; Q9HC16; HeLa A3G-eYFP + Vif (tagged APOBEC3G with the HIV-1 protein that degrades it), YFP fluorescence, overnight; AID 602310; Potency, µM (top dose mostly 46.1 µM), for the others: at the top dose activity, negative = active, usual class: inhibitors; actives 0.076% (n = 410,000);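 note: % is set by controls: 0 for no effect and ±100 for the full control effect; nearly all actives have a fitted effect of over 60% in size; hits raise eYFP signal because A3G escapes Vif-driven loss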
Target sequence (Q9HC16 whole entry, looked up): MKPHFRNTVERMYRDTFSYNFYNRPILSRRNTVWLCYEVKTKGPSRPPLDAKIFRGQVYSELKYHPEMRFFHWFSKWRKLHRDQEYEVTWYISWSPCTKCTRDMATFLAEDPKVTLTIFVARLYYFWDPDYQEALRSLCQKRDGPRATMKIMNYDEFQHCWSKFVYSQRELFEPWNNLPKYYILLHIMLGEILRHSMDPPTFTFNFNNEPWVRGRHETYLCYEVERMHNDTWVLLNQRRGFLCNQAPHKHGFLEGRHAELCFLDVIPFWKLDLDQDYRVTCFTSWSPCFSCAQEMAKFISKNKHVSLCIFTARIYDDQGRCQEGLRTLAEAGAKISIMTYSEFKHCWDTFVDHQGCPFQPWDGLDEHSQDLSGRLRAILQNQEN
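Read-out is eYFP fluorescence (Ex 488/Em 500-530) from Vif-expressing HeLa A3G-eYFP cells; more signal means A3G escaped Vif-mediated degradation. Cells plated overnight, compound pinned in, incubated overnight at 37 deg C.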
Numbers without * were called inactive; u = inconclusive; x = no result given; & = joins results of further samples; [ ] = dose if it differs, or a comment. Calls come from the whole dose curve; as a rule, active = well fitted curve in the direction sought with a large enough effect; inconclusive = small, poorly fitted or top-dose-only effect, or another doubt; inactive = no such curve, though single readings can be large; an effect the other way counts as inactive or inconclusive. Potency is the fitted concentration of half-maximal effect.

SMILES	TrxR1 substrate	USP1-UAF1 inh	RXFP1 agonist	RGS4 inhibitor	Vif-APOBEC3F blk	12-LOX inh	rTrxR1 inhibitor	mIDH1 inhibitor	Vif-APOBEC3G blk
Cc1cc(OCC(=O)Nc2ccccc2F)nc(C(C)C)n1	-6%	-7%	0.6%	0%	-1%	-5%	14%	1%	0%
CCCc1cc2c(=O)c(-c3ccc4c(c3)OCCO4)coc2cc1OC(=O)c1ccco1	-6%	-19%	1.1%	-22%	3%	9%	13%[57.1 µM]	-1%	0%
Cc1nc2ccccn2c1C(=O)CSc1cccc(Cl)c1	-10%	-23%	0.3%	-2%	-2%	-7%	-7%	9%	2%
Cc1ccsc1-c1nc(CN2CCN(C)C(=O)[C@@H]2C)c(C)o1	2%	-10%	4.0%	2%	4%	-13%	-23%	0%	8%
CCCC(C)C(=O)Nc1ccncc1 (configuration not stated)	6%[57.1 µM]	4%	1.8%	11%[11.4 µM]	7%	0%	-12%	4%	-7%
COc1ccc(/C=N\NC(=O)c2ccccc2OC)cc1COc1ccccc1C	0%	-9%	-1.1%	11%	1%	16%	15%	2%	2%
O=C(Nc1ccn(Cc2ccccc2)n1)c1cccc(Cn2cc([N+](=O)[O-])cn2)c1	-18%	-14%	1.3%	-5%	-21%	-19%	-11%	-8%	-1%
CCOC(=O)c1ccc(NC(=O)Nc2ccc3c4c(cccc24)C(=O)N3CC)cc1	2%	u	-1.8%	3%	u	6%	18%	8%	2%
CSc1cc(N2CCOCC2)nc(-c2ccccc2Cl)n1	3%[57.1 µM]	-12%	3.5%	-21%	8%	-8%	6%	2%	-2%
CC1CCN(CC(=O)Nc2cccc(Cl)c2)CC1	2%	-5%	0.1%	31%	-7%	0%	11%	0%	3%
CCN(CC)S(=O)(=O)c1cc(NC(=O)CN2C(=O)NC3(CCCc4ccccc43)C2=O)ccc1C (configuration not stated)	-2%[57.1 µM]	-17%	-0.9%	3%	-11%	-14%	19%[57.1 µM]	4%	0%
O=C(Cn1cnc2c(NC(=O)OCc3ccccc3)ncnc21)NCCN1CCOCC1	5%[57.1 µM]	-3%	1.3%	-9%	-1%	5%	13%[57.1 µM]	-3%	-6%
COc1ccc(S(=O)(=O)N2CCc3ccccc3C2)cc1	3%	-19%	0.3%	7%	9%	u	14%	0%	-9%
CCCC(=O)N1CCN(c2ccc(NC(=O)C(C)(C)C)cc2)CC1	-7%	-14%	-3.6%	5%	-5%	-2%	-3%	-3%	0%
O=C(CCl)N(CCCNC(=O)C(F)(F)F)c1ccc([N+](=O)[O-])cc1	16%[57.1 µM]	-14%	-1.5%	-7%	-1%	u	u	-3%	-11%
Cc1ccccc1C(=O)Nc1cccc(NC(=O)c2ccc(-c3ccc(Br)cc3)o2)c1	26%	-3%	5.1%	-19%	0%	-4%	-18%	2%	-1%
Oc1ccc(/C=N/Nc2ccc(C(F)(F)F)cn2)cc1	-7%	-21%	0.5%	-8%	15%	u	-9%	12%	-1%
Oc1ccc2ccccc2c1/C=N/c1nccs1	0%	-20%	1.0%	-47%[56.9 µM]	1%	-21%	3%	16%	0%
COc1ccc(NCC(=O)N2CCCC2)cc1Cl	7%[57.1 µM]	-4%	-0.8%	-6%	5%	-19%	17%[57.1 µM]	6%	0%
Cn1c(SCC(=O)N2CCc3ccccc32)nnc1-c1ccc(S(=O)(=O)N2CCCC2)cc1	0%	-7%	5.4%	-6%	0%	23%	2%	8%	-2%
COc1ccc(NC(=O)CSc2ccc3nnc(-c4ccccn4)n3n2)c(OC)c1	-5%	-10%	18%	4%	6%	39%[activator]	-5%	-1%	1%
CCn1c(SCc2ccccc2)nc2cc(OC)c(OC)cc2c1=O	-1%	-22%	-3.7%	-17%	0%	54%[activator]	19%	4%	0%
O=C(COC(=O)c1cc(S(=O)(=O)N2CCCC2)ccc1O)NCc1ccccc1	2%	-9%	2.1%	-19%	-1%	-2%	-16%	2%	1%
Cc1cccc(NC(=O)c2nc[nH]c2C(=O)NCCN(CCNC(=O)c2[nH]cnc2C(=O)Nc2cccc(C)c2)CCNC(=O)c2[nH]cnc2C(=O)Nc2cccc(C)c2)c1	12%[57.1 µM]	-18%	x	-10%	-1%	-27%	21%[57.1 µM]	-27%	-4%
Cc1cccc2sc(NS(C)(=O)=O)nc12	-1%	-15%	-1.4%	6%	8%	-16%	20%	-6%	1%
Oc1ccc(N2CCN(Cc3cc4c(cc3Br)OCCO4)CC2)cc1	-3%	-16%	0.3%	u	8%	u	12%	-3%	0%
O=C(CSc1c2c(nc3ccccc13)CCC2)N1CCCC1	0%	-20%	3.9%	1%	-20%	-13%	24%	0%	-10%
C/C(CC(=O)N1CCN(C=O)CC1)=N\NC(=O)c1ccc([N+](=O)[O-])cc1	-3%	3%	-1.2%	37%	-13%	1%	2%	8%	1%
O=[N+]([O-])c1cccc(-c2csc(CS(=O)(=O)Cc3ccco3)n2)c1	6%	-25%	-0.1%	-4%	-15%	173%[activator]	35%[activator]	-1%	2%
CN(CC1CCCN(CCc2ccc(Cl)cc2)C1)C(=O)C(=O)c1ccco1 (configuration not stated)	1%	-3%	-1.7%	10%	2%	u	17%	3%	4%
CC1=[N+]([O-])C(C)(C)N(O)C1(C)C	11%[57.1 µM]	-9%	3.4%	-25%	13%	15%	13%[57.1 µM]	4%	0%
CCOC(=O)N1CCN(C(=O)C2CCCN(c3nc4ccc(OCC)cc4s3)C2)CC1 (configuration not stated)	-4%	-19%	-0.1%	-5%	-6%	33%[57.4 µM]	13%	10%	-5%
CC(=O)Nc1sc2c(c1C(N)=O)CCCC2	-3%	-5%	2.9%	18%[56.9 µM]	3%	0%	-14%	4%	4%
CC(=O)Nc1cc(NC(C)=O)c(CC(C)C)s1	-3%	-8%	-1.0%	9%[11.4 µM]	5%	59%[activator]	-5%	3%	2%
Cc1cc(Cl)ccc1OCC(=O)Nc1ccc(CN2CCOCC2)cc1	1%	-21%	1.0%	-18%	-1%	0%	24%	2%	1%
CCCc1nc2cc(Cl)c([N+](=O)[O-])cc2o1	4%	-26%	-1.8%	-9%	u	11%	15%	-5%	0%
O=C(/C=C/c1ccccc1)Nc1sc2c(c1C(=O)O)CCC2	-2%	-23%	-1.1%	u	-1%	u	-27%	20%	3%
COc1ccc(C)cc1NC(=O)CN1CCN(C/C=C/c2ccccc2)CC1	-2%	-11%	3.1%	4%	0%	-2%	5%	6%	0%
COc1ccccc1NC(=O)c1cnc(SCC(=O)N2CCOCC2)n(C)c1=O	-1%[57.1 µM]	7%	-0.9%	10%	0%	1%	10%[57.1 µM]	-14%	0%
Cc1ccc(-n2nc(C)c3c(C)cc(=O)[nH]c32)cc1	18%	4%	-2.6%	-17%	-12%	-13%	7%	13%	0%
Cn1cnc2c1c(=O)n(Cc1ccccc1C#N)c(=O)n2C	4%	-20%	15%	-10%	-2%	-1%&-4%	19%	4%	-1%
O=C(CN(C(=O)CNC(=O)c1cccs1)c1ccc2c(c1)OCCO2)NC1CCCC1	12%	7%	0.0%	15%	-14%	-14%	8%	-4%	-1%
COc1cc(/C=N/n2c(C)nc3ccccc3c2=O)ccc1O	-6%	-16%	-0.1%	-19%	2%	0%	-4%	2%	0%
COC(=O)CSCC(=O)Nc1cc2c(cc1C(C)=O)OCO2	9%	-4%	5.1%	0%	-5%	0%	7%	7%	-1%
c1ccc(C[C@H]2CN=C(Nc3ccccc3)N2CCCC2CCCC2)cc1	3%[57.1 µM]	-16%	1.0%	-13%	1%	x	-3%[57.1 µM]	10%	6%

Only Vif-APOBEC3G blk, RGS4 inhibitor and 12-LOX inh, for some of the entries so far:
| Compound | Vif-APOBEC3G blk | RGS4 inhibitor | 12-LOX inh |
| --- | --- | --- | --- |
| CC1CCN(CC(=O)Nc2cccc(Cl)c2)CC1 | 3% | 31% | 0% |
| COc1cc(/C=N/n2c(C)nc3ccccc3c2=O)ccc1O | 0% | -19% | 0% |

The list continues.
SMILES	TrxR1 substrate	USP1-UAF1 inh	RXFP1 agonist	RGS4 inhibitor	Vif-APOBEC3F blk	12-LOX inh	rTrxR1 inhibitor	mIDH1 inhibitor	Vif-APOBEC3G blk
O=C(COc1ccc(S(=O)(=O)N2CCOCC2)cc1)NC1CCCCC1	-6%	-24%	-0.6%	-9%	3%	1%	-2%	-1%	4%
O=C(c1ccc(Cl)cc1)N1CCN(c2ncccn2)CC1	3%[57.1 µM]	-7%	2.0%	-1%	5%	192%[activator]	-1%[57.1 µM]	1%	0%
COc1ccc(-n2c(=O)[nH]cc(C(=O)N3CCCc4ccccc43)c2=O)cc1	5%[57.1 µM]	-18%	1.2%	-21%	-1%	3%	2%[57.1 µM]	-1%	1%
O=S(=O)(CC(O)CS(=O)(=O)c1ccc(Cl)cc1)c1ccccc1 (configuration not stated)	2%	-17%	3.0%	-8%	0%	141%[activator]	17%	5%	0%
Cc1oc(-c2ccccc2F)nc1CS(=O)(=O)CC(=O)NCCN1CCCC1	2%	-11%	-1.1%	-16%	5%	6%	14%	-15%	10%
CCOC(=O)c1[nH]ncc1CN1CCc2ccc(NC(=O)C3CCCO3)cc2C1 (configuration not stated)	-2%[57.1 µM]	-11%	0.0%	18%	5%	13%	18%[57.1 µM]	0%	-1%

Only part of the results is shown; rates above refer to the full screens.
